Assay outcomes (PubChem)
West Nile antiviral: West Nile virus antiviral activity, cell-based, CPE readout (AID 1621). West Nile virus-infected cells, CPE inhibition; higher % means a stronger effect. 0.02% of 290,000 active. CPE inhibition, % at 10 µM, or IC50 in µM where a hit was titrated; in the data active = a potency from the dose series; also: strong numbers were not always called active
LYP phosphatase: inhibitors of LYP phosphatase, biochemical, fluorescence intensity, uHTS (AID 1779) | 0.054% of 290,000 active | recombinant LYP phosphatase, fluorescence intensity; higher % means a stronger effect | one-dose inhibition, % at 11.5 µM; IC50 in µM for titrated hits | Tyrosine-protein phosphatase non-receptor type 22 (Homo sapiens); in the data active = inhibition above about 50%;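 also: plate controls were vehicle with enzyme for no effect and no enzyme for full effect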
MgcRacGAP inhibition: MgcRacGAP GTPase-activating activity inhibitors, confirmation, biochemical, ADP Hunter fluorescence; Rac GTPase-activating protein 1 (Homo sapiens); MgcRacGAP-stimulated Rac1 GTP hydrolysis, ADP Hunter fluorescence; higher % means a stronger effect; GST-tagged Rac1 F28L mutant substrate; inhibition, % at 30 µM; hits with a dose series show IC50 in µM; 0.6% of 340,000 active; AID 624330, 2012;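 active = first-screen hits whose inhibition reached a set limit at any dose in the follow-up dose series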;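 also: fluorescence reports GDP produced by GAP-driven GTP hydrolysis; strong numbers were not always called active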
GPR35 antagonists: GPR35 antagonists blocking zaprinast-driven arrestin recruitment, primary screen, imaging, U2OS, beta-arrestin-GFP, zaprinast agonist (AID 2058) | G-protein coupled receptor 35 (Homo sapiens) | U2OS GPR35 beta-arrestin-GFP translocation imaging, zaprinast antagonism; higher % means a stronger effect | one-dose inhibition, % at 10 µM; IC50 in µM for titrated hits | 0.052% of 290,000 active;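 active = inhibition of at least 50% with at least 30 cells and total cytoplasm GFP at most 10,000,000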
Salmonella PhoP GFP: inhibitors of PhoP regulon expression, primary screen, Salmonella Typhimurium, GFP reporter (AID 1863). 0.16% of 300,000 active. one-dose inhibition, % at 50 µM; IC50 in µM for titrated hits. S. Typhimurium PhoP-regulated promoter GFP reporter, 4 h; higher % means a stronger effect;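 active = inhibition over 29.93%, a cutoff 3 SD above the screen mean, later confirmed by dose response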;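 also: 0% = low Mg2+ inducing control and 100% = high Mg2+ repressing control; strong numbers were not always called active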
SV40 large T antigen: SV40 large T antigen inhibitors, biochemical (AID 1903). SV40 large T antigen ATPase/helicase inhibition assay; higher % means a stronger effect. one-dose inhibition, % at 20 µM; IC50 in µM for titrated hits. 0.39% of 310,000 active; in the data active = a potency from the dose series; also: strong numbers were not always called active
ER stress rescue: rescue of cells from ER stress-induced death, primary screen, 384-well, CSM14.1, thapsigargin, ATP luminescence (AID 1222). 190,000 tested, under 10 active. cellular ATP content (survival), % at 20 µM; hits with a dose series show EC50 in µM. CSM14.1 thapsigargin-induced death rescue, ATP luminescence; higher % means a stronger effect;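 active = EC50 below 50 µM in the dose-response confirmation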;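 also: death triggered by thapsigargin at about 15 µM added after 2 h compound pretreatment; cell ATP read after overnight thapsigargin exposure of roughly 18 to 22 hours; normalized against plate controls of thapsigargin alone and 5% DMSO vehicle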
NS5 inhibitors: Dengue-2 NS5 methyltransferase inhibitors, primary screen, biochemical, confirmation dose response (AID 588689); one-dose inhibition, % at 25 µM; IC50 in µM for titrated hits; 0.3% of 340,000 active; Genome polyprotein (Dengue virus type 2 (strain 16681-PDK53)); Dengue-2 NS5 methyltransferase capping enzyme assay, biochemical; higher % means a stronger effect; in the data active = a potency from the dose series
RSV antiviral HEp-2: RSV antiviral activity via CPE protection, HEp-2 cells, primary 10 µM value included (AID 2391); HEp-2 cells, RSV-induced CPE inhibition; higher % means a stronger effect; one-dose CPE inhibition, % at 10 µM; IC50 in µM for titrated hits; 0.13% of 310,000 active; in the data active = a potency from the dose series; also: strong numbers were not always called active
NS5 inhibitors pilot replicate: recorded beside NS5 inhibitors, whose call it bears; inhibition, %; measured here: pilot screen replicate inhibition
* = called active by the depositor; / = no result given.

SMILES | West Nile antiviral | LYP phosphatase | MgcRacGAP inhibition | GPR35 antagonists | Salmonella PhoP GFP | SV40 large T antigen | ER stress rescue | NS5 inhibitors | RSV antiviral HEp-2 | others
C[C@]12C=CC(=O)C=C1CC[C@@H]1C2=CC[C@]2(C)[C@@H](C(=O)CN3CCN(c4cc(N5CCCC5)nc(N5CCCC5)n4)CC3)CC[C@@H]12 | -0.6% | / | 8% | / | -1% | 9% | / | -4% | -2.4%
O=C(C1=C[C@@H](C2CCCCC2)C[C@@H](OCc2ccc(CO)cc2)O1)N1CCN(Cc2ccc3c(c2)OCO3)CC1 | 0.6% | 5% | 13% | 3% | 0% | 9% | 5.4% | 0% | 14%
COc1ccc(OCC(O)CNC(=O)/C=C/c2cccc([N+](=O)[O-])c2)cc1 (centres undefined) | -1.0% | -10% | 2% | -2% | 7% | 5% | -1.1% | -2% | 1.5%
O=C(c1ccco1)N1N=C(C2CCCCC2)CC1(O)C(F)(F)F (centres undefined) | 1.0% | 0% | 5% | 8% | 3% | 7% | -0.3% | 1% | 1.4%
CCCCn1c(N)c(N(CCOC)C(=O)C2CCN(S(=O)(=O)c3ccc(Cl)cc3)CC2)c(=O)[nH]c1=O | 0.5% | -7% | 10% | 4% | -3% | -2% | / | -2% | 0.5%
COc1ccc(S(=O)(=O)n2c([N+](=O)[O-])cnc2C)c(C)c1C | 0.0% | -3% | 13% | 0% | -2% | 1% | / | -3% | 0.3%
CCn1cc(C(=O)N2CCc3ccccc3C2)c(=O)c2cc(S(=O)(=O)N3CCCCC3)ccc21 | -0.5% | -5% | / | 7% | 6% | 0% | -4.4% | / | 3.2%
Cn1c(Cc2ccccc2)nnc1SCC(=O)Nc1ccccc1 | -0.3% | -7% | 12% | 10% | 1% | 0% | 6.5% | 2% | 3.6%
COc1ccc2nc(N(Cc3ccccc3)C(=O)CCNC(C)=O)sc2c1 | -0.3% | -12% | 4% | -5% | -2% | 2% | / | 4% | 4.2%
COc1cc(C(c2nnnn2C2CCCC2)N2CCN(C)CC2)cc(OC)c1OC (centres undefined) | 1.2% | 2% | 5% | 11% | -7% | -2% | 2.5% | 4% | 1.2%
CCc1c(O)nc(SCC(=O)Nc2ccc(OC)cc2)n(C2CCCCC2)c1=O | -0.3% | 0% | 1% | -2% | 9% | 0% | -2.5% | 0% | -1.4% | NS5 inhibitors pilot replicate=1.8
CN1CCN(c2cc3c(cc2F)c(=O)c(C(=O)O)cn3CCF)CC1 | -0.2% | -11% | -11% | 6% | 0.37µM* | 3% | / | -5% | -0.1%
CCOc1ccc(OCC)c(S(=O)(=O)NCc2ccccn2)c1 | -0.1% | -12% | -2% | 2% | 12% | -2% | 1.4% | -1% | 0.3%
O=S(=O)(c1ccc(Cl)c(S(=O)(=O)N2CCCC2)c1)N1CCCC1 | 0.3% | -6% | -5% | 19% | 7% | 0% | 1.5% | 1% | 3.2%
Cc1ccc(C(=O)Nc2ccc(C)c(S(=O)(=O)N(C)C)c2)s1 | -0.6% | 3% | 5% | 11% | -14% | 8% | -4.4% | -5% | 2.0%
Nc1ccc2nc3n(c(=O)c2c1)CCC3 | 0.3% | -16% | 15% | -4% | 7% | 8% | 2.9% | 1% | -0.6%
COc1cccc(/C=N/n2c(SC)nnc2-c2ccccc2)c1OC | -0.2% | 3% | 2% | 9% | -4% | 10% | -1.4% | -3% | 0.0%
N=c1ccn(Cc2c(Cl)cccc2Cl)cc1 | 1.1% | -5% | 12% | 3% | 0% | 13% | / | 1% | 12%
CCS(=O)(=O)c1ccc(C(=O)Nc2ccccc2OC)c(Cl)c1Cl | -0.6% | 0% | -10% | -10% | -3% | 6% | 0.3% | 8% | 5.2%
CCN(CC)CCCNC(=O)c1ccc(CS(=O)(=O)c2ccccc2OC)o1 | 0.3% | -4% | -5% | 6% | 4% | 3% | / | -7% | -0.8%

As a working copy, part of the list above.
SMILES | West Nile antiviral | LYP phosphatase | MgcRacGAP inhibition | GPR35 antagonists | Salmonella PhoP GFP | SV40 large T antigen | ER stress rescue | NS5 inhibitors | RSV antiviral HEp-2 | others
O=S(=O)(c1ccc(Cl)c(S(=O)(=O)N2CCCC2)c1)N1CCCC1 | 0.3% | -6% | -5% | 19% | 7% | 0% | 1.5% | 1% | 3.2%
Cc1ccc(C(=O)Nc2ccc(C)c(S(=O)(=O)N(C)C)c2)s1 | -0.6% | 3% | 5% | 11% | -14% | 8% | -4.4% | -5% | 2.0%
Nc1ccc2nc3n(c(=O)c2c1)CCC3 | 0.3% | -16% | 15% | -4% | 7% | 8% | 2.9% | 1% | -0.6%
COc1cccc(/C=N/n2c(SC)nnc2-c2ccccc2)c1OC | -0.2% | 3% | 2% | 9% | -4% | 10% | -1.4% | -3% | 0.0%
N=c1ccn(Cc2c(Cl)cccc2Cl)cc1 | 1.1% | -5% | 12% | 3% | 0% | 13% | / | 1% | 12%
CCS(=O)(=O)c1ccc(C(=O)Nc2ccccc2OC)c(Cl)c1Cl | -0.6% | 0% | -10% | -10% | -3% | 6% | 0.3% | 8% | 5.2%
CCN(CC)CCCNC(=O)c1ccc(CS(=O)(=O)c2ccccc2OC)o1 | 0.3% | -4% | -5% | 6% | 4% | 3% | / | -7% | -0.8%

(more compounds)
SMILES | West Nile antiviral | LYP phosphatase | MgcRacGAP inhibition | GPR35 antagonists | Salmonella PhoP GFP | SV40 large T antigen | ER stress rescue | NS5 inhibitors | RSV antiviral HEp-2 | others
COc1ccc(CC(=O)Oc2ccc(Cl)cc2Br)cc1S(=O)(=O)N1CCOCC1 | / | / | 5% | / | 1% | 4% | / | -7% | -0.1%
O=C1/C(=C/c2ccc(F)c(F)c2)CSc2sccc21 | 0.1% | -3% | -3% | 3% | 6% | 23% | 0.6% | -5% | 2.2%
CCn1c(SCc2ccc(C(=O)O)cc2)nnc1-c1ccc(Cl)cc1 | 0.0% | -9% | 2% | 5% | -4% | 9% | / | -7% | 2.7%
C/C(=N\NC1=NCCN1)c1ccc(N)c([N+](=O)[O-])c1 | -0.1% | -1% | 8% | 3% | 11% | 19% | / | -1% | /
CCOc1ccc(N(CC(=O)Nc2ccccc2OC)S(=O)(=O)c2ccccc2)cc1 | -1.6% | -6% | 0% | -6% | -4% | 10% | / | -6% | 5.3%
COc1ccc(CCNC(=O)CCCn2c(=O)[nH]c3cc(OC)c(OC)cc3c2=O)cc1OC | 0.4% | -4% | 2% | 6% | -1% | 8% | -3.0% | -7% | 2.1%
Cc1cccc(-n2nnc3cnn(C)c3c2=O)c1 | -0.3% | -5% | 6% | -5% | 5% | 11% | 1.6% | 1% | 0.1%
COc1cc(/C=N/NC(=O)C23CC4CC(CC(C4)C2)C3)cc(Br)c1O | 0.0% | 4% | 26% | 5% | -12% | 25% | -3.2% | 1% | 1.7%
COc1ccc(NC(=O)CN(C)C(=O)c2cc(S(=O)(=O)N3CCCCCC3)ccc2OC)cc1 | / | / | 4% | / | 1% | 8% | / | -9% | 0.4%
O=C1CCC(C(=O)Nc2ccc(Cl)cc2)N1 (centres undefined) | -0.3% | -5% | 7% | 19% | 13% | 10% | / | -1% | 5.8%
CC[C@H](CO)Nc1nc(Nc2cccc(Cl)c2)c2ncn(C(C)C)c2n1 | 0.1% | -3% | 6% | 9% | -3% | 14% | / | 13% | 3.5%
Fc1ccccc1N1CCN(Cc2nc(-c3ccccc3)no2)CC1 | 0.0% | -4% | 8% | -2% | 5% | 0% | -1.5% | -7% | 0.6%
Cc1csc(NC(=O)C2CCN(S(=O)(=O)c3cccs3)CC2)n1 | -0.3% | -6% | 1% | 4% | -5% | 11% | 0.1% | -3% | 15%
Cc1ccc(CSc2nnc(Cn3c(=O)sc4ccccc43)n2C)cc1 | -0.9% | -5% | 0% | -15% | -1% | 14% | -1.5% | -4% | -1.8%
Cc1ccc2c(c1)N(CC(=O)N(Cc1ccc3c(c1)OCO3)CC1CCCO1)C(=O)C(C)O2 (centres undefined) | 0.4% | -8% | 9% | -8% | -5% | 9% | -1.8% | 10% | -2.0%
COc1ccc(-c2nnc(N(C)C(=O)C3CCOC3)s2)cc1 (centres undefined) | 0.2% | / | 14% | / | 2% | 9% | / | 4% | 1.9%
COC(=O)COc1ccc(C2NC(=O)NC(c3ccccc3)=C2C(C)=O)cc1Br (centres undefined) | 0.3% | -3% | 5% | 7% | 6% | 3% | / | -1% | 0.5%
O=C1c2ccccc2C(=O)N1CC#CCN1CCN(C2CCCCC2)CC1 | -0.2% | -7% | -2% | 5% | 2% | 7% | 0.4% | 28% | 0.6%
COc1ccc(CN(C)C(C)C(=O)NC2CCCc3ccccc32)cc1 (centres undefined) | -1.7% | -10% | 6% | 14% | 6% | 8% | -15% | 0% | -0.7%
COc1ccc(NC(=O)COc2ccc3c(c2)OCO3)cc1 | -0.5% | -5% | 6% | -6% | 8% | 6% | / | -3% | 8.2%
NS(=O)(=O)c1ccc(NC(=S)NC2CCCC2)cc1 | -0.4% | 3% | 10% | -1% | -10% | 2% | -0.8% | -8% | 1.4%
CC1(C)CC(=O)C=C(NNC(=O)OC(C)(C)C)C1 | -0.2% | -7% | 4% | -2% | 5% | 24% | -1.2% | / | -0.6%
Cc1ccc(Cl)cc1OCC(=O)NCCOC(=O)Nc1sc(=S)n(C)c1C | -0.4% | 1% | 9% | -5% | 0% | 19% | 0.7% | 0% | 2.0%
CC(=O)Nc1ccc(SCC(=O)N(CCC#N)c2ccc(C)cc2)cc1 | -0.8% | -14% | 10% | 3% | 24% | 8% | -0.5% | -3% | 0.0% | NS5 inhibitors pilot replicate=-6.5
O=C(c1ccc(N2CCOCC2)c([N+](=O)[O-])c1)N1CCN(Cc2ccccc2)CC1 | -0.8% | -5% | 4% | 15% | 0% | 13% | / | -6% | 3.2%
CC(C(=O)NCCC1=CCCCC1)c1ccc([N+](=O)[O-])cc1 (centres undefined) | -0.6% | 1% | 9% | -20% | 8% | 0% | 0.2% | -2% | 2.5%
CCOc1ccccc1N(C(C)=O)S(=O)(=O)c1ccc(Cl)cc1 | -1.0% | 5% | 5% | -4% | 1% | 23% | -0.6% | -7% | 0.6%
COc1ccc(C(=S)N2CCCC2)cc1C | -0.2% | -7% | -2% | 1% | -8% | 7% | -0.1% | -1% | -0.1%
O=C(NCCc1ccccc1)C1CCCN(S(=O)(=O)c2cccc3nonc23)C1 (centres undefined) | 0.1% | 2% | 8% | -9% | -5% | 6% | -2.9% | -1% | 0.9%
O=C(CN1CCSCC1)N/N=C/c1cccc(Cl)c1 | -0.2% | -5% | 30% | 0% | -1% | -2% | -0.9% | -7% | 2.6%
COc1ccc(C(=O)/C=C/C(=O)N(Cc2ccccc2)C(C(=O)NC2CCCCC2)c2ccncc2)c(O)c1 (centres undefined) | -0.6% | 2% | 6% | 9% | -10% | 13% | -1.4% | -1% | 4.6%
C/C(=N\NC(=O)c1cccs1)c1ccc(C(=O)O)s1 | 0.9% | 5% | 7% | -16% | -10% | 9% | / | 1% | 1.0%
